From PubChem
TLR4 MyD88 comp: blocks binding of human TLR4 to MyD88; 200,000 tested, 0.18% active; inhibition, % at 8.4 µM; O00206+Q99836; HeLa CL3-4 TLR4/MyD88 BLA complementation, FRET ratio; in the data active means inhibition above about 25%;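 further: 0% = vehicle and 100% = reference inhibitor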
L major viab: inhibitors of Leishmania major promastigote growth | 200,000 tested, 9% active | Leishmania major promastigotes, resazurin fluorescence viability | inhibition, % at 10 µM | AID 1063;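 further: promastigotes grown with compound for 44 hours at 28 °C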
Hsp70 activator: switches on Hsp70 transcription | HeLa Hsp70 promoter luciferase reporter, luminescence; scaled: vehicle 0, proteasome-inhibitor control 100% | activation, % at 10 µM | 200,000 tested, 0.04% active;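 active means activation above the mean across all tested compounds plus 3 SD, cutoff set per campaign, cut at about 5.5% in these data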;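 further: 100% = MG132 at 30 µM as the positive control and 0% = DMSO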
PMI act hi M6P: PMI (human) activation, high substrate. coupled PMI enzyme assay, resazurin fluorescence, 20 min; hits give high values; 1 = untreated enzyme, 0 = substrate-free blank. activation factor at 20 µM. P34949. 190,000 tested, 0.34% active. AID 1216;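 active means activation factor of 2 or more at 20 µM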
Target sequence (P34949 whole entry, looked up): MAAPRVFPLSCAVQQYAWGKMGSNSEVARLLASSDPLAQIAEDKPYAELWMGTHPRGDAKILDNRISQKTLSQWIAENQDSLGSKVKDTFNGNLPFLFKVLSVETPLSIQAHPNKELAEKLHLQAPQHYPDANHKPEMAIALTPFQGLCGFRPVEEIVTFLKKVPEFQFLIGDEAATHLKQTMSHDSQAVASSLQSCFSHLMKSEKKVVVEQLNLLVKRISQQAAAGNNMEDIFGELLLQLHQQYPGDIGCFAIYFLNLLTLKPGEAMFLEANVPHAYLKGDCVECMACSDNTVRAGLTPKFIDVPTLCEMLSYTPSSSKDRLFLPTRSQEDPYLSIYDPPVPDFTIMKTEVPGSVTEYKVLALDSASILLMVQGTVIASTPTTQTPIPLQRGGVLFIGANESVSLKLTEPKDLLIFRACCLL
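test system = human PMI in coupled enzyme assay | medium = HEPES-buffered pH 7.4 with magnesium and detergent | also added = 1.0 mM mannose-6-phosphate substrate with 0.22 mM NADP+ | compound = 20 µM single dose | times = 20 min incubation at room temperature | measured by = resorufin fluorescence (Ex 544/Em 590 nm) from resazurin via diaphorase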
DTT redox prof: compounds producing H2O2 with reducing agent – biochemical, NIH compound library profiling, artefact control for MLSCN library redox annotation, primary screen | DTT-dependent redox cycling H2O2, phenol red/HRP absorbance; 100% = 100 µM peroxide control, 0% = buffer | activation, % at 10 µM | 200,000 tested, 0.03% active | AID 878;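 active means activation of at least 50% relative to the plate's high and low controls in the primary single-dose screen; inactive means activation below 50%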;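 further: compound incubated with DTT at 0.8 mM final as the reducing agent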
RAM inhibit: yeast RAM network inhibition; S. cerevisiae dse1pr::URA3 reporter, 5-FOA growth OD615, 2 d; analog-sensitive cbk1-as2 kinase mutant strain; inhibition, % at 50 µM; AID 868; 190,000 tested, 1.8% active;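 active means inhibition above a set limit, 3 SD over mean compound inhibition, cut at about 8.4% in these data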;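 further: 0% = DMSO-only wells with no growth and 100% = 10 µM 1-NA-PP1 full growth; inhibition rescues growth on 5-FOA so higher OD means more RAM inhibition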
Diaph inh CS: inhibits diaphorase or chemically oxidizes, flagging diaphorase assay artifacts | diaphorase resazurin-to-resorufin fluorescence, NADH, 16 min; bacterial (C. kluyveri) enzyme, not human | AID 1217 | inhibition, % at 20 µM | 190,000 tested, 0.69% active;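 active means primary screen inhibition at 20 µM above a set limit, cut at about 50% in these data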;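 further: plate controls were DMSO with full reaction for no effect and wells lacking NADH for full effect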
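Assay system: diaphorase enzyme from Clostridium kluyveri; Input: enzyme working solution with 0.14 U/mL diaphorase; Timing: 16 min at room temperature; Technique: resorufin fluorescence, excitation 544 nm, emission 590 nm; Benchmarks: positive control minus NADH, DMSO neutral control.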
Diaph act CS: diaphorase activation or chemical reduction counter-screen; activation factor at 20 µM; 190,000 tested, 0.005% active; Diaphorase/resazurin coupled assay, resorufin fluorescence, 16 min; hits give high values; 1 = vehicle wells, 0 = NADH-free wells;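 active means diaphorase activity raised at least twofold by the compound at 20 µM; inactive means activation factor below 2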
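Material: Purified diaphorase enzyme from Clostridium kluyveri | Buffer or medium: 50 mM HEPES pH 7.4 with 4.542 mM MgCl2, 0.005% Tween 20 | Times: 16 min enzyme reaction, ambient temperature | Signal: Red resorufin fluorescence at 544/590 nm excitation/emission | Measure: Increased resorufin signal from activators or reducing compounds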
G6PDH counter: L. mesenteroides G6PDH inhibition counter-screen; Purified L. mesenteroides G6PDH, diaphorase/resazurin coupled fluorescence, 45 min; inhibition, % at 5 µM; 200,000 tested, 0.12% active; AID 1020
PMI activator: phosphomannose isomerase (human) activation; P34949; purified human PMI, coupled resazurin fluorescence, 20 min; hits give high values; 1 = vehicle control, 0 substrate-free wells; activation factor at 20 µM; 190,000 tested, 0.005% active;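 active means activation factor of 2 or more at 20 µM, relative to plate controls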
S1P3 antag: blocks the human S1P3 receptor; Q99500; CHO S1P3 NFAT-BLA reporter, FRET fluorescence, antagonist mode; inhibition, % at 4.98 µM; 170,000 tested, 0.27% active;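 active means inhibition above the plate cutoff, the mean inhibition of test wells on that plate plus 3 SD, cut at about 28% in these data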;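 further: cells challenged with S1P at its EC80 of 0.8 µM; blue over green emission ratio from cleaved BLA substrate after 4 h stimulation; 0% = S1P-stimulated wells and 100% = unstimulated DMSO-only wells; some compounds past the cut are filed as inactive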
Target sequence (Q99500 whole entry, looked up): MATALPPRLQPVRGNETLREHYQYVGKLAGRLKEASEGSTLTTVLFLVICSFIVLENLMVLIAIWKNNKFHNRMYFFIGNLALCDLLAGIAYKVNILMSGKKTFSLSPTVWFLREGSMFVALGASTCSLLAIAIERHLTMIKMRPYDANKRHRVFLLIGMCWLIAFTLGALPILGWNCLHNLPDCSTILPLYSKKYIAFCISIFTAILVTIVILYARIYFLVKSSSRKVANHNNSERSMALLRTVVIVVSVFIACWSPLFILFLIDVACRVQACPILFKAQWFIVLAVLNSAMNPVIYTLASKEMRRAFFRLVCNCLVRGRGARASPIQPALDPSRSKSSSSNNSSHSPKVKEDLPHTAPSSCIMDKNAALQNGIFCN
Numbers without * were called inactive; . = not tested or not shown. Unless noted, no stated cut-off is given here; in the data, active means inhibition above about 50%; inactive means the rest.

SMILES	TLR4 MyD88 comp	L major viab	Hsp70 activator	PMI act hi M6P	DTT redox prof	RAM inhibit	Diaph inh CS	Diaph act CS	G6PDH counter	PMI activator	S1P3 antag
Cc1cccc(NC(=O)CN2C(=O)N/C(=C/c3cc(C)n(C)c3C)C2=O)c1	-10	-7	-0.3	1	-0.2	4.7	16	0.8	-2	1.2	-16
COc1cccc(NC(=O)Nc2cc(C)ccc2F)c1	-25	8	-0.1	1	-2.3	1.3	8	0.9	4	1	18
CCN(CC)c1nc2ccccc2nc1C(C#N)C(=O)NCCc1ccccc1 (stereo not drawn)	-10	-1	-0.5	1.9	0.4	1.7	22	0.8	-4	1.5	-4
Cc1cc(C)cc(NC(=O)NN2C(C)CCCC2C)c1 (stereo not drawn)	19	12	-0.1	1	0.0	2.8	20	0.8	0	1	-24
COCCNC(=O)COC(=O)/C=C/c1cnc2ccccc2n1	11	-5	-0.3	1	-3.6	0.9	14	0.9	2	1	.
CCOCCn1c(CN2CCN(c3ccccc3)CC2)nc2c1c(=O)n(C)c(=O)n2C	-6	-5	0.4	.	1.3	.	.	.	.	.	-54
N#CCCC12CCCCC1=Nc1ccccc12 (stereo not drawn)	-2	-5	-0.3	1	-0.7	1.2	12	0.9	3	1	6
Cn1ncc(Br)c1C(=O)Nc1ccc(Cl)cn1	-3	-6	-0.2	1	-0.4	1.2	8	0.9	-13	1	-6
O=C(COc1ccc(Br)cc1)N1CCN(S(=O)(=O)/C=C/c2ccccc2)CC1	-4	-5	-0.1	0.9	0.6	2.0	21	0.8	-20	0.9	-2
CCOc1ccc(NC(=O)C(CC)NC(=O)c2ccccc2CO)cc1 (stereo not drawn)	-10	-3	0.1	1.1	-0.1	0.2	6	0.9	3	1	-76
CCn1c(SCC(=O)Nc2nc3ccc(C)cc3s2)nc2c(c1=O)SC(C)C2 (stereo not drawn)	-4	24	-0.1	0.9	0.9	10*	14	0.9	-3	0.8	-39
O=C(Cn1cnc2ccccc2c1=O)c1ccc(Br)cc1	-7	-7	1.1	1	0.1	1.1	12	0.9	4	0.9	-13
CCOc1cc(N2CCOCC2)c(OCC)cc1NC(=O)CSc1cccc[n+]1[O-]	-2	-7	0.6	0.8	3.6	2.2	32	0.7	-18	0.8	17
CCOc1ccccc1C(=O)Nc1cccc(-c2nnc(-c3ccccc3)o2)c1	-1	-8	-0.3	1	-3.0	3.7	5	0.9	-7	1	.
C/C=C/c1ccc(OCCn2cncn2)c(OC)c1	4	-2	0.0	0.9	2.7	0.1	18	0.8	-5	0.8	-8
CCc1cccc(CC)c1NC(=S)NCCc1c(C)[nH]c2ccccc12	2	38	0.0	1	1.8	6.3	27	0.7	16	0.9	-5
Cc1cc(-c2csc(NC(=O)c3cccc(S(=O)(=O)N(C)C)c3)n2)c(C)n1-c1ccccc1	-2	18	-0.3	0.7	0.0	6.4	23	0.8	-6	1	9
CC(C)[C@@H](C(=O)NCC1CCC(C(=O)O)CC1)n1nnc2ccccc2c1=O (stereo partly drawn)	-6	-2	-0.2	1	0.1	-0.6	12	0.9	4	1	-16
Cc1nc2ccccc2c(=O)n1NC(=O)C1CC1	4	-5	-0.1	1.1	-0.3	1.6	-13	1.1	10	1	1
COc1ccc(-n2nc(C(=O)NCc3ccco3)c3c4ccccc4n(C)c3c2=O)cc1Cl	4	-7	0.0	0.9	2.5	9.8*	5	0.9	-41	0.9	7
COc1ccc(OC)c(NC(=O)c2nnn(Cc3ccc(Br)cc3F)c2N)c1	-11	-4	-0.1	0.9	-0.2	3.3	14	0.9	-46	0.9	12
COc1ccc(Oc2nc(Oc3ccc(OC)cc3)nc(Oc3ccc(OC)cc3)n2)cc1	2	-1	-0.2	0.9	0.9	3.8	15	0.8	27	0.8	-64
O=C(Nc1cc(C(F)(F)F)ccc1F)C1CCCC1	-7	1	0.4	0.9	1.9	1.2	-7	1.1	5	1	.
C=CCn1c(=N)n(CC(O)c2ccco2)c2ccccc21 (stereo not drawn)	3	9	0.1	0.9	-3.5	-0.3	8	0.9	2	1	-15
CC(C)Cc1nnc(NC(=O)CSc2nc(-c3ccccc3)cc(=O)[nH]2)s1	-12	-3	-0.3	1.1	-0.9	0.3	30	0.7	0	1.1	3

(listing goes on)
SMILES	TLR4 MyD88 comp	L major viab	Hsp70 activator	PMI act hi M6P	DTT redox prof	RAM inhibit	Diaph inh CS	Diaph act CS	G6PDH counter	PMI activator	S1P3 antag
COc1ccc(/C=C2\CCCC3C2=NN(C(=O)c2scnc2C)C3c2ccc(OC)cc2)cc1 (stereo not drawn)	-2	34	-0.3	1	-1.7	8.9*	21	0.8	9	0.9	.
COc1ccc(C(=O)NC2CCN(C(=S)Nc3cccc(C)c3)CC2)cc1	-9	-3	0.0	1	1.1	0.8	4	1	4	1.1	.
O=C(NC1CCCc2ccccc21)C1CCC(CNS(=O)(=O)c2cccc3nsnc23)CC1 (stereo not drawn)	5	2	0.0	1	-2.0	1.6	-9	1.1	12	1	.
CCCCCCCc1ccc(-c2ccc(O)cc2)nc1	-18	-1	-0.2	1	-1.3	-1.4	-1	1	18	0.9	-4
COC(=O)CCC(=O)c1oc2ccccc2c1NC(=O)CCCN1C(=O)c2ccccc2C1=O	8	-3	-0.1	1.1	0.4	8.9*	2	1	7	1	8
COc1cccc(C=Nc2ccccc2C(=O)Nc2nccs2)c1OC	-5	-1	0.0	1	0.1	0.9	14	0.9	6	0.9	.
CCCCOc1ccccc1NC(=O)CC1SC(=NCC)N(CC)C1=O (stereo not drawn)	-2	2	0.1	1	-0.2	-1.2	14	0.9	4	0.9	36
Cc1ccc(-n2nc3cc(C)c(NC(=S)NC(=O)/C=C/c4ccco4)cc3n2)cc1	1	2	-0.2	1.1	-0.4	3.4	-3	1	-2	1.1	-18
O=C(Cn1nnc2c(cnn2-c2ccc(F)cc2)c1=O)OC1CCCCC1	0	-4	0.1	0.9	2.2	3.7	16	0.8	0	0.9	-19
CCOC(=O)c1[nH]c2ccccc2c1NC(=O)CN1CCCCC1	0	-4	-0.6	0.9	3.0	-0.1	14	0.9	11	0.9	13
COc1cccc(C(C)NC(=O)c2c(F)cccc2Cl)c1 (stereo not drawn)	4	41	-0.3	1	-0.6	-0.6	5	1	2	1	-3
COc1ccc(CN2CCNC(=O)C2CC(=O)NCc2csc(C(C)C)n2)c(OC)c1 (stereo not drawn)	11	2	-0.2	0.8	0.2	-1.4	17	0.8	12	0.9	-27
CCOC(=O)C1[C@H]2C(=O)N(CCCOC)C[C@]23C=C[C@H]1O3 (stereo partly drawn)	-15	-2	-0.5	0.9	-4.1	0.8	10	0.9	6	1	-15
Clc1ccc(OCCCCSc2ncccn2)cc1	-9	-10	-0.1	0.9	-0.2	3.6	14	0.9	-7	0.9	.
O=C1CCN(C(=O)CSc2ccc(Cl)cc2)N1	6	-7	0.2	1	-0.6	0.6	15	0.8	5	0.9	-29
C=C(Cl)COC(=O)C1C2C=CC(C2)C1C(=O)O (stereo not drawn)	-3	-10	0.0	1	1.2	0.2	13	0.9	2	1.1	.
Fc1ccc(Nc2cccc3nccnc23)cc1	-5	50*	0.1	0.7	-0.7	-0.6	15	0.9	17	0.9	-13
Cc1ccc(NS(=O)(=O)c2cc(C(=O)NCc3ccccn3)ccc2Cl)cc1	14	6	0.0	1	-7.8	0.7	2	1	6	1.1	.
O=C(CSCC(=O)Nc1ccc2ccccc2c1)NCc1ccccc1	-9	0	-0.1	0.9	-3.9	4.0	19	0.8	2	0.9	.
Cc1nnc2c(NC(C)C)nc3ccccc3n12	0	-1	0.3	0.9	2.9	0.9	12	0.9	4	0.9	.
COc1ccc(OCc2nc3ccc(S(=O)(=O)Nc4ccccc4Cl)cc3[nH]2)cc1	4	1	-0.1	0.7	0.2	2.0	21	0.8	-22	0.8	-34
CCCCCC(=O)Nc1c(-c2ccc(OC)cc2)c(=O)c2ccccc2n1C	6	4	-0.4	1	0.3	-0.8	15	0.9	-1	0.9	.
CN(C)c1ccc(Nc2nc(-c3cccnc3)cs2)cc1	8	3	-0.4	0.7	-0.4	0.9	28	0.7	5	0.9	19
Cc1ccc2nc(Nc3ccccc3)c(/C=N/O)c(=O)n2c1	5	1	-0.2	1	-0.4	1.1	15	0.9	-3	1	11
O=[N+]([O-])c1cc(-c2nc(-c3ccncc3)no2)cc([N+](=O)[O-])c1	-2	94*	-0.2	1	0.2	0.5	13	0.9	-1	1.1	-19

The list goes on:
SMILES	TLR4 MyD88 comp	L major viab	Hsp70 activator	PMI act hi M6P	DTT redox prof	RAM inhibit	Diaph inh CS	Diaph act CS	G6PDH counter	PMI activator	S1P3 antag
O=C(O)c1ccc(CSc2nnc(-c3ccco3)o2)cc1	0	-9	-0.4	0.9	-3.4	0.2	16	0.8	-9	1	-15
CCN(CC)C(=O)Cn1cc(C(=O)C(=O)NCc2cccs2)c2ccccc21	10	-2	-0.3	1.1	-0.4	4.6	-1	1	6	1.1	-8
CSc1ccc(S(=O)(=O)N(C)Cc2ccccc2)cc1	-1	4	-0.1	1	-0.2	2.2	17	0.8	-4	0.9	-2
c1cn(CC2(Cn3ccnc3)COC2)cn1	-16	5	-0.3	1	2.4	0.3	11	0.9	4	0.9	12
Cc1cc(Cl)ccc1OCC(=O)N1CC(C)CC(C)C1 (stereo not drawn)	-1	3	-0.4	0.9	0.7	-1.4	19	0.8	-14	0.9	-18
O=C(NC(=S)NC1CCS(=O)(=O)C1)c1cccs1 (stereo not drawn)	4	-7	-0.2	0.9	0.0	0.5	10	0.9	4	1.1	-13
Cc1nc2ccc(C(=O)N3CCSCC3)cc2s1	-1	-4	0.3	0.9	1.4	3.4	14	0.9	-13	0.9	-22
